# Runt-CBFb FRET: Runt domain-CBFb interaction inhibition; Q01196+Q13951; Cerulean-Runt/Venus-CBFb FRET ratio 530/480, 1 h; inhibition, % at 20 µM; 220,000 compounds, 0.46% hits;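 active means inhibition over about 50% at 20 µM in the single-dose screen, limit read from the data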;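 further: 0% = DMSO wells and 100% = excess unlabeled CBFb competitor control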
#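 Reagent – Venus-CBFb binding partner, 100 nM · Assay system – Cerulean-tagged RUNX1 Runt domain (FRET donor) fusion protein · Input – 100 nM per protein · Incubation – two 1 h room-temperature incubations shielded from light · Measured by – FRET fluorescence · Medium – Tris buffer pH 7.5 with salts and BSA · Benchmarks – unlabeled CBFb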
# NPY-Y1 antag: NPY-Y1 (human) receptor antagonism; HEK293-CNG Y1 cells, membrane potential fluorescence; NPY at EC95, then isoproterenol; inhibition, % at 3.6 µM; 200,000 compounds, 1% hits;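 active means inhibition above the campaign mean inhibition of all tested compounds plus 3 SD, cut at about 20% in these data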;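 further: 0% = DMSO wells given NPY plus isoproterenol and 100% = isoproterenol alone without NPY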
#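 Assay system: HEK293 Y1/CNG channel cell line; Doses: single compound dose of 3.6 µM, 0.4% DMSO; Timing: dye 3 h, compound 60 min room temperature, stimulation 45 min; Technique: Membrane-potential fluorescent dye readout; Measure: % inhibition of NPY effect.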
# Mdm2 ligase inh: blocks human Mdm2 ubiquitin ligase activity; signal enhancement, % at 5 µM; cell-based MDM2 ubiquitination luciferase reporter, 2 h; 0 = plate control, 100 = twice control, blank-subtracted; 210,000 compounds, 0.11% hits; Q00987;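 active means signal enhancement of 30% or more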;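 further: luminescence tracks abundance of the self-degrading MDM2-luciferase fusion protein; higher signal means inhibition of MDM2 E3 ligase activity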
#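 Test system: mammalian cells stably expressing self-ubiquitinating, self-degrading MDM2 E3–luciferase fusion; Amount: 2000 cells in each well; Medium: DMEM; Schedule: 4 h settle plus 2 h compound, 37 °C; Technique: SteadyLite luciferase luminescence after 15 min room-temperature reagent incubation; Benchmarks: plate control and blank wells.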
# Hck-Nef inh: blocks Nef-activated human Hck kinase; P08631; Recombinant Hck-YEEI plus Nef, Z-Lyte FRET kinase assay; inhibition, % at 20 µM; 220,000 compounds, 0.68% hits;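 active means Hck-Nef kinase inhibition above about 50%, limit read from the data; inactive means inhibition below that limit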;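 further: 0% = DMSO with Hck plus Nef and 100% = Hck alone without Nef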
# Target sequence (P08631 whole entry, looked up): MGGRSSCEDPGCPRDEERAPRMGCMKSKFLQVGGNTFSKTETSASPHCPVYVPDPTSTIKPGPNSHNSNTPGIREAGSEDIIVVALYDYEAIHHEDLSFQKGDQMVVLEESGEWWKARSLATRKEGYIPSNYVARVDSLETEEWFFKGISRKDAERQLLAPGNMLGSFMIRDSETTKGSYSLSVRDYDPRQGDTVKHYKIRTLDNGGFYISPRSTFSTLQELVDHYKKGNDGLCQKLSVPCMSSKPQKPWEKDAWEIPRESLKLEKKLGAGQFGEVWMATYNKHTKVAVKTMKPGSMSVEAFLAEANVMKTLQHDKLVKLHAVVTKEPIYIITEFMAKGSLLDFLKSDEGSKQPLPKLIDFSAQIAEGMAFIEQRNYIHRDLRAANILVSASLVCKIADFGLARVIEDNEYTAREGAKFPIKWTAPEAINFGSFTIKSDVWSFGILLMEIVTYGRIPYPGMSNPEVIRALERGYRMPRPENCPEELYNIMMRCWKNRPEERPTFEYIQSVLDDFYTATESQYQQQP
# Runt-SMMHC FRET: Runt domain-CBFb-SMMHC interaction inhibition; Cerulean-Runt/Venus-CBFb-SMMHC FRET ratio 530/480, 1 h; inhibition, % at 20 µM; 220,000 compounds, 0.74% hits; AID 1434;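 active means mean inhibition across duplicate retests at 20 µM reaching about 50%, limit read from the data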;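 further: 0% = DMSO wells and 100% = wells with excess untagged CBFb-SMMHC; inhibitors lower the FRET ratio by blocking Runt binding to CBFb-SMMHC; some results filed as inactive read as strong as hits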
# NPY-Y1 PAM-ag: potentiators or agonists of human neuropeptide Y receptor Y1; AID 1304; P25929; 220,000 compounds, 0.37% hits; NPY-Y1 expressing cells, potentiator/agonist activation; activation, % at 3.6 µM; in the data active means activation above about 33%, passing the limit was not always enough;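 further: cells stimulated with NPY at EC10 then isoproterenol at EC100; 0% = low agonist plus stimulus and 100% = saturating agonist plus stimulus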
# p97 inhibitor: blocks human p97 ATPase activity; P55072; recombinant p97 ATPase, Kinase-Glo ATP luminescence, 3 h; inhibition, % at 8 µM; 220,000 compounds, 0.42% hits; AID 1481; in the data active means inhibition above about 15%;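 further: 0% = DMSO vehicle and 100% = wells lacking enzyme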
# RBBP9 inh: inhibitors of human serine hydrolase RBBP9. recombinant RBBP9, FP-Rh probe fluorescence polarization. inhibition, % at 7.94 µM. 220,000 compounds, 0.2% hits. AID 1515;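 active means inhibition above the campaign mean of all tested compounds plus 3 SD, cut at about 14% in these data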;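 further: plate controls were DMSO wells with RBBP9 for no effect and wells lacking RBBP9 protein for full effect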
# Target sequence (O75884 whole entry, looked up): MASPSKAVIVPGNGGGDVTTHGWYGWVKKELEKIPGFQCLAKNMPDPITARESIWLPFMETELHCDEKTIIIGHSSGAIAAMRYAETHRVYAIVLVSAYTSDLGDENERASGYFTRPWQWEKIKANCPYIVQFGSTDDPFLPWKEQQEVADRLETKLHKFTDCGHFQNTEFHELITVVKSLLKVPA
#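 Measured by – fluorescence polarization · Test system – RBBP9 protein · Input – 2.5 µM RBBP9 dispensing solution, before mixing · Measure – percent inhibition from mP, scaled between DMSO and no-protein wells · Benchmarks – DMSO-treated enzyme wells and wells lacking RBBP9 · Times – preincubation 30 min plus labeling 45 min at 25 °C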
# NPY-Y2 PAM-ag: potentiators or agonists of human neuropeptide Y receptor Y2 | P49146 | cells expressing NPY-Y2, potentiator/agonist read-out | activation, % at 3.6 µM | 220,000 compounds, 0.45% hits | AID 1359; in the data active means activation above about 27%;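 further: cells stimulated with NPY near EC25 plus isoproterenol at EC100; 0% = vehicle plus submaximal agonist and 100% = vehicle plus saturating agonist; some results beyond the cut were filed as inactive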
# Target sequence (P49146 whole entry, looked up): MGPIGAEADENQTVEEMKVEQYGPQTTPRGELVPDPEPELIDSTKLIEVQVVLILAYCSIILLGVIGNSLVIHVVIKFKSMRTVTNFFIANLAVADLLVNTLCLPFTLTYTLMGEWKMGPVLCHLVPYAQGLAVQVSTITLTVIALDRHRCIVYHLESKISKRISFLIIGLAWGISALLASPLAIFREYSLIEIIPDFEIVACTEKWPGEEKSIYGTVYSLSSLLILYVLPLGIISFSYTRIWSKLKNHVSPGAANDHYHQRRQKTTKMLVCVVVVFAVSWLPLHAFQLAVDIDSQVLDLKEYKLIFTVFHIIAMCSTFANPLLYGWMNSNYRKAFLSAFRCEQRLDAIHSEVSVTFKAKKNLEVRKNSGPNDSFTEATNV
# An asterisk follows results filed as active; · = no result given.
# Values run as follows: Runt-CBFb FRET	NPY-Y1 antag	Mdm2 ligase inh	Hck-Nef inh	Runt-SMMHC FRET	NPY-Y1 PAM-ag	p97 inhibitor	RBBP9 inh	NPY-Y2 PAM-ag
> COC(=O)c1c(C)nn(-c2ccccc2)c1-n1cccc1
  1	7	-14	3	-3	-18	-1	-3	0
> CCOc1ccc(-c2nc(-c3ccncc3)no2)cc1OCC
  -2	1	-5	2	2	33	-1	3	29
> O=C(NCc1ccco1)C1CCC(CNS(=O)(=O)c2cccc3cccnc23)CC1 (centres undefined)
  0	0	-1	10	0	-9	3	5	-12
> FC(F)(F)c1cc(C(F)(F)F)c2ccc(N3CCN(c4ncccn4)CC3)nc2n1
  2	-7	-14	8	-21	0	-6	-3	7
> CCCN1C(=O)C(O)(C/C(C)=N/O)c2ccccc21 (centres undefined)
  -2	0	-13	0	-39	16	5	-4	16
> CCC(=O)Nc1cc(C)c(NC(=O)c2ccccc2OC)cn1
  0	2	-31	1	1	-8	4	-3	6
> CCC(=O)N1CCN(c2ccc(NC(=O)c3ccc(-c4ccccc4)cc3)cc2)CC1
  3	1	-28	-2	-3	15	-4	0	11
> Cc1nc2ccc(S(=O)(=O)c3ccc4nc(C)[nH]c4c3)cc2[nH]1
  -1	0	-14	0	3	7	7	-2	1
> COc1ccc(NC(=O)c2ccc3ccccc3n2)cc1S(=O)(=O)Nc1ccccc1Cl
  0	1	-13	5	2	-58	-2	-27	-8
> CC(C)C(CCN1C(=O)CCC1=O)C1CCOC(C)(C)C1 (centres undefined)
  1	1	5	0	3	10	5	2	10
> CN1CCN(C(=O)/C(=C/c2cccs2)NC(=O)c2cccs2)CC1
  2	-1	-4	6	5	-4	6	6	8
> N#Cc1nc(COc2ccc(Br)cc2)oc1N1CCN(Cc2ccccc2)CC1
  -3	35*	-22	2	-2	-12	-3	-9	-11
> COc1ccc(NC(=O)C(NCC(C)C)c2ccccc2)cc1Cl (centres undefined)
  -1	3	-22	22	1	-15	-8	-7	-13
> OC(c1ccc(Cl)cc1Cl)C(Cc1cccnc1)n1cncn1 (centres undefined)
  0	6	-8	0	-6	-4	-3	-7	-9
> Cc1cccn2cc(-c3ccc(S(=O)(=O)N4CCOCC4)cc3)nc12
  0	-1	-8	-1	5	-10	-6	-2	-2
> CC1(C)CC(=NO)CC(C)(C)N1
  -1	0	-10	1	-3	9	4	0	9
> COc1cccc2c3c(c(C)nc12)CCN3c1ccccc1
  -1	23*	-4	-9	-2	-46	-1	-6	-21
> COC(=O)c1cc(Br)c(=O)n(-c2ccccc2OC)c1
  -3	-2	-28	0	2	5	4	-7	15
> O=C1C2C3C=CC(C3)C2C(=O)N1/N=C/c1cn(Cc2ccc(F)cc2)c2ccccc12 (centres undefined)
  -1	-3	-13	0	15	9	5	1	-4
> COC(=O)c1cc(C)nc(N)c1C#N
  9	-4	-11	-14	10	7	-1	-5	-8

# Some of the entries so far, as labelled records:
canonical_smiles: CCCN1C(=O)C(O)(C/C(C)=N/O)c2ccccc21 (centres undefined)
  Runt-CBFb FRET: -2	NPY-Y1 antag: 0	Mdm2 ligase inh: -13	Hck-Nef inh: 0	Runt-SMMHC FRET: -39	NPY-Y1 PAM-ag: 16	p97 inhibitor: 5	RBBP9 inh: -4	NPY-Y2 PAM-ag: 16
canonical_smiles: CCC(=O)Nc1cc(C)c(NC(=O)c2ccccc2OC)cn1
  Runt-CBFb FRET: 0	NPY-Y1 antag: 2	Mdm2 ligase inh: -31	Hck-Nef inh: 1	Runt-SMMHC FRET: 1	NPY-Y1 PAM-ag: -8	p97 inhibitor: 4	RBBP9 inh: -3	NPY-Y2 PAM-ag: 6
canonical_smiles: CCC(=O)N1CCN(c2ccc(NC(=O)c3ccc(-c4ccccc4)cc3)cc2)CC1
  Runt-CBFb FRET: 3	NPY-Y1 antag: 1	Mdm2 ligase inh: -28	Hck-Nef inh: -2	Runt-SMMHC FRET: -3	NPY-Y1 PAM-ag: 15	p97 inhibitor: -4	RBBP9 inh: 0	NPY-Y2 PAM-ag: 11
canonical_smiles: Cc1nc2ccc(S(=O)(=O)c3ccc4nc(C)[nH]c4c3)cc2[nH]1
  Runt-CBFb FRET: -1	NPY-Y1 antag: 0	Mdm2 ligase inh: -14	Hck-Nef inh: 0	Runt-SMMHC FRET: 3	NPY-Y1 PAM-ag: 7	p97 inhibitor: 7	RBBP9 inh: -2	NPY-Y2 PAM-ag: 1

# The listing continues:
# Values run as follows: Runt-CBFb FRET	NPY-Y1 antag	Mdm2 ligase inh	Hck-Nef inh	Runt-SMMHC FRET	NPY-Y1 PAM-ag	p97 inhibitor	RBBP9 inh	NPY-Y2 PAM-ag
> OC(COc1ccc2cc(Br)ccc2c1)CN1CCOCC1 (centres undefined)
  0	-3	-2	7	-1	-4	4	-2	5
> O=S1(=O)CCN(C(CO)c2ccccc2)CC1 (centres undefined)
  3	5	-18	11	-3	3	-4	-11	2
> CN1CCN(/C=N/C2=C(C#N)C(c3ccccc3)C3=C(CC(C)(C)CC3=O)O2)CC1 (centres undefined)
  ·	1	-3	45	-1	11	-3	-2	3
> Cc1cc(C)cc(C(=O)NCC(=O)OCc2c(C)noc2C)c1
  1	4	·	0	0	-20	-4	-9	-5
> O=C(Nc1ccccc1)NC1CCN(Cc2c(F)cccc2Cl)CC1
  0	·	0	0	1	21	5	-9	-7
> Cc1cc2ncn(CCCCOc3ccccc3)c2cc1C
  -2	10	6	0	-3	-32	-5	-6	-13
> Cc1cccc(-c2csc(NC(=O)c3cnccn3)c2C(=O)OC(C)C)c1
  -2	2	-3	3	-4	-13	-5	-6	-12
> Cc1ccc2[nH]cc(C(=O)CN3CCN(C)CC3)c2c1
  -2	4	-14	1	0	3	12	-2	-22
> CCc1ccc(NC(=S)Nc2cc(OC)c(NC(=O)C(C)C)cc2OC)cc1
  15	-1	5	24	0	2	0	-2	-2
> Cc1cc(CSc2ccccc2)ccc1NC(=O)COc1ccccc1
  -3	7	-4	-1	-2	-1	-3	-6	-17
> CC(=O)Nc1ccc(C(=O)CSc2cc(C)c3cccc(C)c3n2)cc1
  -2	3	9	-2	-8	-5	4	-9	17
> COc1ccccc1OCC(=O)Nc1cc(Cl)ccc1Oc1ccccc1
  -3	4	-11	0	-1	-3	-4	-7	4
> CC1=CC2=C(OC1N(C)C)c1cccc3cccc(c13)C2=O (centres undefined)
  13	1	-82	2	-6	-5	7	-2	-9
> FC(F)(F)c1cccc(CON=C2CCN(c3ncc(C(F)(F)F)cc3Cl)CC2)c1
  -4	4	6	0	-8	-12	-3	-8	-2
> O=C(CN1CCN(C(=O)N2CCOCC2)CC1)Nc1ccc(Br)cc1
  0	-2	9	-3	-2	27	0	2	-5
> O=C(N/N=C/c1ccc([N+](=O)[O-])o1)c1cc(-c2ccc(-c3ccccc3)cc2)nc2ccccc12
  -6	-2	·	198*	-19	7	7	2	-31
> O=C(NCC1CCCO1)/C(=C\c1cccc([N+](=O)[O-])c1)NC(=O)c1ccccc1 (centres undefined)
  0	-6	-10	12	-2	17	1	-1	1
> CCOc1ccc(/C=N/O)cc1
  1	10	8	0	2	-4	-3	-6	-7
> CC1(C)CC(N=C2C([N+](=O)[O-])=CC=C3C2=NC2(CCCCC2)N3O)CC(C)(C)N1
  3	·	-7	6	-4	32	3	-1	13
> COC(=O)CC1C(=O)NCCN1C(=S)NC(=O)CCc1ccccc1 (centres undefined)
  0	-2	-7	1	3	-8	5	-1	6
> O=C1C(=O)N(CC2CCCO2)C(c2ccccc2[N+](=O)[O-])/C1=C(/O)c1ccccc1 (centres undefined)
  8	1	-6	23	10	17	7	0	2
> Cc1nc2ccccc2c2oc(C(=O)NCCCN3CCC(C)CC3)cc12
  1	-3	-5	1	-3	-22	-8	-1	-14
> CCC(C)Nc1nc(Cl)nc(NCCOc2ccccc2)n1 (centres undefined)
  -1	9	-6	0	-3	-11	-7	-5	1
> CCN(CC)c1ccc(C=C(c2nnnn2-c2ccccc2)c2nnnn2-c2ccccc2)cc1
  -74	-5	22	-5	-173	7	1	-3	4
> CC1(C)Cc2c(sc3c2c(=O)n(-c2cccc(Cl)c2)c(=O)n3CC(N)=O)CO1
  0	·	-7	22	-3	9	3	0	9
> O=Cc1ccc(N2CCCCCC2)cc1
  2	2	4	5	-1	19	4	-6	15
> COc1ccc(-c2csc3nc(C(C)C)oc(=O)c23)cc1OC
  2	-1	6	-13	-1	-3	-2	3	6
> O=C(c1ccc(Cl)cc1)n1c(NCc2ccccc2)n[nH]c1=S
  2	-4	-3	24	4	2	4	-2	-1
> c1ccc(CCNc2nc(-c3ccccn3)nc3ccccc23)cc1
  0	·	-11	6	2	4	4	0	2
> NC(=O)CSc1ncc(-c2ccc([N+](=O)[O-])cc2)[nH]1
  1	-1	-3	18	2	-7	5	-9	8
> COc1ccc(C(=O)NCc2nnc(SCC(=O)N3CCc4ccccc43)n2C2CCCCC2)cc1
  -5	0	-10	0	-10	7	3	6	8
> CCC(=O)N1CCc2cc(S(=O)(=O)N(CC)c3cccc(C)c3)ccc21
  2	2	-4	-2	5	13	2	-4	-6
> Cc1ccc(C(=O)CC(Nc2ccc(F)cc2)c2ccccc2)cc1 (centres undefined)
  -2	3	-11	0	-2	-7	-6	-7	1
> COc1ccc(/C=C/C(=O)c2cc(F)ccc2OC(=O)c2ccccc2C)cc1OC
  -4	12	1	-1	-5	-32	6	-3	-7
> COc1ccccc1NC(=S)N1CCC(C(=O)c2ccc(F)cc2)CC1
  0	-2	-3	-6	0	15	2	-1	4
> CC(Oc1cc(F)ccc1[N+](=O)[O-])C(=O)N(C)CC(=O)Nc1ccccc1C(F)(F)F (centres undefined)
  2	1	-6	22	3	14	3	0	9
> CC1=[N+](C)N(c2ccccc2)C(=O)C1N=Cc1ccccc1Cl (centres undefined)
  -3	4	-8	1	2	-14	1	2	1
> Cc1occc1-c1nnc(SCC(=O)NC(=O)NC(C)C)n1N
  3	-1	10	0	4	2	3	-2	6
> C=CCn1c(COc2ccc(CC)cc2)nnc1SCC(=O)NC1CCS(=O)(=O)C1 (centres undefined)
  0	0	-2	-13	2	0	-4	11	11
> COc1cccc(N2C(=O)C3NN=C(C(=O)CN4C(=O)c5ccccc5C4=O)C3C2=O)c1 (centres undefined)
  1	·	-11	16	-5	17	11	-2	-6
> CC(C)CC(C)c1cc(N)nc2nc3ccccc3n12 (centres undefined)
  2	13	-7	23	11	-57	-5	-2	-24
> c1ccc(-c2nc(NCc3ccco3)c3ccccc3n2)cc1
  1	1	2	7	0	5	9	-6	10
> Cn1c(SCC(=O)N2CCc3ccccc3C2)nnc1-c1cccs1
  0	-3	-23	0	0	-5	-1	-2	-13

# From PubChem
